K1F lysis inhibition: protection from phage-mediated lysis, alamar blue read-out – E. coli UTI89, K1F phage, bacterial capsule biogenesis inhibitors (AID 488966); E. coli UTI89 K1F phage lysis, alamar blue, 2 h; higher % means a stronger effect; hit rate 0.02% among 340,000; inhibition, % at 100 µM, or IC50 in µM where a hit was titrated;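 active = phage lysis inhibition, versus mean bacterial control, above a set limit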;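 also: capsule biogenesis inhibitors block K1F phage lysis so surviving cells raise fluorescence; higher fluorescence means more inhibition of phage lysis; actives were called in the ten point dose series up to 300 µM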
P. falciparum M1AAP: malaria alanyl aminopeptidase activity blockers – biochemical, fluorogenic H-Leu-NHMec substrate, 1536-well (AID 1445); recombinant M1AAP, H-Leu-NHMec fluorogenic kinetic assay; higher % means a stronger effect; hit rate 0.42% among 220,000; one-dose inhibition, % at 30 µM; IC50 in µM for titrated hits;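 active = primary inhibition above the hit cutoff, then over 50% inhibition at one or more dose response concentrations, cut at about 23% in these data, passing the limit was not always enough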;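 also: plate controls were DMSO full reaction for no effect and no enzyme background for full effect; strong numbers were not always called active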
CSM14.1 death rescue: protection against thapsigargin-triggered cell killing – 384-well, CSM14.1, ATP luminescence, primary screen (AID 1222). cellular ATP content (survival), % at 20 µM, or EC50 in µM where a hit was titrated. 190,000 tested, under 10 active. CSM14.1 thapsigargin-induced death rescue, ATP luminescence; higher % means a stronger effect;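 active = EC50 below 50 µM in the dose-response confirmation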;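 also: death triggered by thapsigargin at about 15 µM added after 2 h compound pretreatment; cell ATP read after overnight thapsigargin exposure of roughly 18 to 22 hours; normalized against plate controls of thapsigargin alone and 5% DMSO vehicle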
Myeloid diff MLP: promotes myeloid progenitor differentiation. hit rate 1% among 360,000. ER-HoxA9 myeloid progenitors, lysozyme-GFP differentiation, flow cytometry. calls only at 10 µM;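 active = normalized GFP-positive differentiation at or above the plate's own cutoff, the solvent-only control mean plus 3 SD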;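 also: cells exposed to compound for four days before flow analysis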
TNAP activation fold: stimulation of alkaline phosphatase TNAP activity – biochemical, luminescent, no phosphate acceptor, uHTS, primary screen (AID 1001). hit rate 0.03% among 200,000. purified TNAP, luminescent activation assay, no phosphate acceptor; higher activation fold means a stronger effect. one-dose activation fold at 20 µM; EC50 in µM for titrated hits; in the data active = activation fold from about 3, or a potency from the dose series; inactive = the rest, 99 in 100 with activation fold below about 1.6; also: many of its hits are not listed in these tables
WT yeast gro inh: growth inhibition of WT yeast, mitochondrial fusion screen; mitochondrial fusion phenotypic screen, WT strain; inhibition, % at 10 µM; hit rate 2.1% among 190,000; AID 1362; in the data active = inhibition above about 58%; tested in S. cerevisiae
Lipid droplet: hepatic lipid droplet formation modulation. AML12 mouse hepatocytes, oleate lipid droplets, BODIPY imaging. inhibition, % at 6.5 µM. hit rate 0.4% among 240,000. AID 1656;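 active = lipid droplet intensity inhibited by at least 50%, with more than 500 cells counted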
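Test system: AML12 hepatocytes (mouse); reagent: oleate loading, 100 µM; dosing: one dose, 6.5 µM compound; incubation: overnight exposure; signal: fluorescence imaging, 20x objective, two fields per well; read-out basis: % inhibition of corrected integrated BODIPY droplet signal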
human PMI inhibitors: human PMI inhibitors, high substrate, primary screen, biochemical, fluorescence intensity, high mannose 6-phosphate (AID 1220) | recombinant PMI enzyme, coupled fluorescence intensity; higher % means a stronger effect | inhibition, % at 20 µM; hits with a dose series show IC50 in µM | hit rate 0.66% among 190,000
human PMI inhibition: MPI enzyme activity inhibition – biochemical, fluorescence intensity, coupled assay, primary screen (AID 1209) | purified PMI enzyme, coupled fluorescence intensity; higher % means a stronger effect | one-dose inhibition, % at 20 µM; IC50 in µM for titrated hits | hit rate 0.42% among 190,000;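 also: plate controls were DMSO vehicle for no effect and wells lacking substrate for full effect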
WT yeast gro inh mutant strain: also measured in WT yeast gro inh; calls as there; inhibition, %; mitochondrial fusion phenotypic screen, mutant strain inhibition
Lipid droplet cells 6.5 µM: also measured in Lipid droplet; calls as there; cell count; measured here: cell count, cytotoxicity flag;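 cells counted across two imaged fields per well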
Myeloid diff MLP GFP+ MAC1+ %: recorded beside Myeloid diff MLP, whose call it bears; GFP+ MAC1+ double positive, %; measured here: differentiation confirmed by MAC1 staining
An asterisk follows results filed as active; i = inactive; · = not tested or not shown; + = active, no number; [ ] = another dose, or the depositor's remark. Rule as the data show it, unless noted: active = inhibition above about 50%; inactive = the rest.

Values run as follows: CSM14.1 death rescue | WT yeast gro inh mutant strain | WT yeast gro inh | Lipid droplet | K1F lysis inhibition | Myeloid diff MLP | Myeloid diff MLP GFP+ MAC1+ % | Lipid droplet cells 6.5 µM | human PMI inhibition | human PMI inhibitors | TNAP activation fold | P. falciparum M1AAP
CCC(=O)NC(=S)Nc1cccc(NC(=O)c2ccco2)c1
→ 2.6% | -12 | -17 | -2 | -0.1% | i | 0.1 | 681 | 11% | 10% | 1.1 | 3%
O=C(Nc1ccc(F)cc1F)N1CCN(c2ncccn2)CC1
→ · | 3 | 15 | 12 | 2.4% | i | 2.1 | 689 | 14% | 14% | 1.1 | -4%
CCOc1ccc(N(CC(=O)Nc2nccs2)S(=O)(=O)c2c(C)noc2C)cc1
→ -0.1% | -7 | 5 | · | i | i | 4.3 | · | 3% | -2% | 0.8 | -6%
Cc1noc(NC(=O)c2ccc(F)cc2)c1C#N
→ -3.1% | 0 | -8 | 7 | 0.7% | i | 0.5 | 568 | 14% | 0% | 1.1 | 1%
C=CCSc1nnc(C)n1-c1ccc(Cl)cc1
→ -1.8% | 10 | -7 | -8 | 0.7% | i | 1.0 | 690 | 22% | 16% | 1.1 | 3%
Cc1ccccc1NC(=S)N(Cc1cccs1)C1CCCC1
→ 0.3% | 35 | 13 | -8 | 0.1% | i | 0.4 | 669 | 5% | 5% | 1.1 | 6%
Cc1cc(C)nc(N2N=C(c3ccccc3)CC2=O)n1
→ -0.7% | 1 | 11 | -2 | 0.9% | i | 0.8 | 698 | 12% | 27% | 1.1 | -2%
Cc1ccc(O)c(NC(=O)CSc2n[nH]c(C)c2[N+](=O)[O-])c1
→ · | 11 | -4 | -4 | 5.0% | i | 0.6 | 654 | -4% | 10% | 1 | 5%
Cc1nc2ccc(S(=O)(=O)NCC(=O)N3CCCC(C)C3)cc2s1 (stereo unspecified)
→ -1.3% | -25 | -10 | · | 1.1% | i | 1.1 | · | 10% | 0% | 1.1 | -2%
Cc1sc(NC(=O)CSc2nnc(-c3ccc(F)cc3)o2)c(C#N)c1C
→ 1.1% | 20 | 11 | · | 0.5% | i | 0.5 | · | 3% | 2% | 1 | 16%
CC(C)c1ccc(NC(=O)c2cc(Br)ccc2Br)cc1
→ 5.6% | 24 | 13 | 6 | 0.4% | i | 0.2 | 673 | 10% | 13% | 1.1 | 11%
CC1CCCC(C)N1CC(O)COc1c(F)cc(Br)cc1F (stereo unspecified)
→ -0.5% | 8 | -13 | 6 | -0.6% | i | 0.1 | 658 | -8% | -3% | 1.1 | 5%
Cn1c(Cn2c(=O)sc3ccccc32)nnc1SCc1cccnc1
→ -0.7% | 3 | 9 | · | 4.5% | i | 1.1 | · | 4% | 3% | 1.2 | -4%
O=C(Nc1nc(-c2cccnc2)cs1)c1ccccc1Cl
→ -0.3% | 0 | -6 | 19 | -3.2% | i | 0.6 | 716 | 2% | 3% | 1.1 | 0%
COc1ccc(OC)c(CN(CCN2CCOCC2)C(=O)Nc2cccc(Cl)c2)c1
→ 7.1% | 10 | -2 | -34 | 1.4% | i | 0.0 | 634 | -5% | 13% | 1.1 | 13%
Brc1cccc(-c2nnc(SCc3ccon3)n2-c2ccccc2)c1
→ 2.9% | 8 | 0 | · | -2.7% | i | 1.7 | · | 6% | 3% | 1.2 | 3%
COc1ccc(OC)c(NC(=O)CCn2cccc2)c1
→ 1.4% | -19 | -8 | · | 0.7% | i | 0.9 | · | 0% | -2% | 1.1 | 1%
O=C(COC(=O)CCCN1C(=O)c2ccccc2C1=O)Nc1cc(Cl)cc(Cl)c1
→ 4.5% | 1 | 16 | -12 | 0.8%[50 µM] | i | 0.8 | 729 | 11% | 19% | 1.1 | 4%
CCc1noc(C)c1C(=O)Nc1sc(C(=O)N(C)C)c(C)c1C(=O)OC
→ -0.9% | 7 | -11 | 6 | 0.0% | i | 0.6 | 759 | 9% | 1% | 1.1 | 5%
O=C(CSc1nnnn1C1CCCCC1)NCc1ccccc1
→ -0.2% | -5 | -8 | 2 | 4.3% | i | 0.4 | 592 | 20% | 17% | 1 | 2%
CCOc1ccc(NC(=O)Nc2ccc3c(c2)N(C)C(=O)CS3)cc1
→ -0.2% | 9 | 12 | 12 | -5.3% | i | 1.4 | 706 | 9% | 3% | 0.8 | 1%
Cc1c(NC(=O)C(C)OC(=O)/C=C/c2ccccc2)c(=O)n(-c2ccccc2)n1C (stereo unspecified)
→ -0.3% | -3 | -9 | -1 | -0.6% | i | 1.1 | 726 | -19% | -8% | 1.1 | -2%
Cc1ccc(NC(=O)CN(C)CC(=O)Nc2ccc(F)c(Cl)c2)cc1
→ · | 9 | -5 | 0 | 2.7% | i | 0.5 | 744 | -5% | -5% | 1.1 | -1%
CC(/C=C/c1ccccc1)=N/NC(=O)CCC(=O)Nc1ccccc1C
→ 0.1% | -22 | -10 | -8 | 4.8% | i | 0.5 | 668 | -47% | -56% | 1 | 5%
Cc1cc(C(=O)O)n(C(C)(C)C)n1
→ · | · | · | 6 | -0.1% | i | 2.3 | 644 | · | · | · | 0%
CCOC(=O)c1ccc(NC(=O)CSc2nnc(C3CC3)n2CC)cc1
→ -0.3% | -1 | -8 | -4 | 0.3% | i | 0.6 | 769 | 0% | -6% | 1.1 | 8%
CCN(Cc1cc2cc(C)ccc2[nH]c1=O)C(=O)c1cccc(OC)c1
→ -0.2% | -3 | 57 | · | 0.0% | i | 1.4 | · | -3% | 1% | 1.1 | 13%
CC(C)(C)NC(=O)CSc1nncn1NCc1cccc2ccccc12
→ 1.3% | -1 | -6 | 1 | 3.0% | i | 1.2 | 706 | 8% | 0% | 1.1 | -1%
Cc1ccc(-n2c(N)c(C(=O)N3CCCCC3)sc2=S)cc1
→ 0.8% | -4 | 1 | -2 | 0.4% | i | 1.4 | 758 | 23% | 1% | 1.1 | 15%
O/N=C/c1cn(-c2ccccc2)nn1
→ -0.6% | -14 | 5 | · | -0.8% | i | 0.3 | · | 11% | 7% | 1 | 3%

An excerpt from above in order of their number in WT yeast gro inh mutant strain, high to low:
canonical_smiles	WT yeast gro inh mutant strain	Myeloid diff MLP GFP+ MAC1+ %	human PMI inhibition	human PMI inhibitors	TNAP activation fold	P. falciparum M1AAP
COc1ccc(OC)c(CN(CCN2CCOCC2)C(=O)Nc2cccc(Cl)c2)c1	10	0.0	-5%	13%	1.1	13%
CCOC(=O)c1ccc(NC(=O)CSc2nnc(C3CC3)n2CC)cc1	-1	0.6	0%	-6%	1.1	8%
CCOc1ccc(N(CC(=O)Nc2nccs2)S(=O)(=O)c2c(C)noc2C)cc1	-7	4.3	3%	-2%	0.8	-6%

Additional entries.
Values run as follows: CSM14.1 death rescue | WT yeast gro inh mutant strain | WT yeast gro inh | Lipid droplet | K1F lysis inhibition | Myeloid diff MLP | Myeloid diff MLP GFP+ MAC1+ % | Lipid droplet cells 6.5 µM | human PMI inhibition | human PMI inhibitors | TNAP activation fold | P. falciparum M1AAP
CCOC(=O)N1CCC(N2C(=O)c3ccc(C(=O)NCc4ccc(F)cc4)cc3C2=O)CC1
→ · | -5 | 7 | 7 | 1.7% | i | 1.6 | 639 | 15% | 10% | 1.1 | 4%
COc1cc2c(C(=O)NCc3ccccn3)cn(C)c(=O)c2cc1OC
→ -0.1% | -6 | -3 | · | -0.1% | i | 0.6 | · | 0% | 1% | 1.1 | 1%
Brc1ccc(Oc2nnnn2-c2ccccc2)cc1
→ 1.8% | 16 | 14 | · | 1.4% | i | 2.3 | · | -3% | -6% | 1.2 | -9%
CCc1nnc(NC(=O)CSc2nc3c(C)cccc3[nH]2)s1
→ -3.0% | 3 | -14 | -8 | -0.8% | i | 0.0 | 767 | -4% | 3% | 1 | 10%
O=C(Nc1ccc(-c2cn3c(n2)SCC3)cc1)c1ccc2c(c1)OCO2
→ 0.0% | 18 | 6 | 32 | -0.2% | + | 0.9* | 696 | 3% | 13% | 1.1 | 11%
COc1ccc(C(=O)OCCNC(=O)c2ccncc2)cc1OC
→ -1.9% | 1 | -12 | 13 | 0.5% | i | 0.1 | 611 | 20% | 14% | 1.2 | 5%
COc1ccccc1-c1noc(-c2ccccc2C(=O)N2CCOCC2)n1
→ -0.8% | -2 | -15 | · | 0.1% | i | 0.7 | · | 17% | 11% | 1 | 2%
Cn1c(C(C#N)C2=C(Cl)C(=O)N(c3ccccc3)C2=O)nc2ccccc21 (stereo unspecified)
→ 0.2% | 24 | 20 | · | · | · | · | · | -5% | 33% | 0.9 | 11%
CCOC(=O)C(NC(C)=O)(Nc1ccc(S(N)(=O)=O)cc1)C(F)(F)F (stereo unspecified)
→ -3.3% | 20 | 9 | 6 | 2.5%[50 µM] | i | 0.0 | 515 | 0% | 3% | 1.1 | -1%
CCCCn1c(N)c(N2CCOCC2)c(=O)n(CC(=O)NC(C)c2ccccc2)c1=O (stereo unspecified)
→ · | 12 | -14 | 2 | -0.4% | i | 0.1 | 740 | -2% | -1% | 1 | 4%
Cc1ccc(C)c(NC(=S)N2CCC(c3nc4ccccc4s3)CC2)c1
→ 3.3% | -7 | -5 | · | 0.8% | i | 0.8 | · | -1% | -1% | 1 | -1%
O=C(NC(=S)Nc1ccccc1N1CCCC1)c1ccc(-c2cccc([N+](=O)[O-])c2)o1
→ -0.5% | 0 | 6 | · | 0.3% | i | 0.6 | · | -5% | -4% | 1 | -2%
Cc1cc(C)n(Cc2ccc(NC(=O)c3nn(C)cc3[N+](=O)[O-])cc2)n1
→ 3.9% | 11 | 30 | 3 | 0.2% | i | 1.3 | 819 | 5% | 2% | 1.1 | -2%
Fc1cccc(/C=C2\CCCC3=C2NC(=S)NC3c2cccc(F)c2)c1 (stereo unspecified)
→ · | · | · | -13 | -1.0% | i | 0.1 | 724 | · | · | · | 6%
CNC1=C([N+](=O)[O-])CC([N+](=O)[O-])=C(N2CCNCC2)N1C
→ 0.3% | -8 | 12 | 4 | 0.4% | i | 0.4 | 702 | 1% | 3% | 1 | 1%
Cn1c(S(=O)(=O)Cc2ccc(Cl)cc2)nc2ccccc21
→ 4.5% | 8 | 2 | -15 | 0.1% | i | 0.3 | 684 | 12% | 15% | 1 | -3%
OC(COc1ccc2ccccc2c1Br)Cn1ccnc1 (stereo unspecified)
→ -0.3% | 51* | 71* | 12 | 7.3% | i | 0.5 | 765 | 13% | 15% | 1 | -1%
CC(C)C(C(=O)O)N1C(=O)/C(=C/C=C/c2ccco2)SC1=S (stereo unspecified)
→ 2.5% | 19 | 8 | · | -0.7% | i | 1.6 | · | -6% | -10% | 0.7 | 20%
CCOc1ccc(C(=O)Nc2ccc(NC(=O)c3cccs3)cc2)cc1[N+](=O)[O-]
→ 1.0% | -6 | -10 | -42 | 0.8%[50 µM] | i | 1.9 | 610 | 1% | -6% | 1.1 | 9%

Screening results (PubChem)
